MsrA inh – bovine MsrA enzyme inhibitors, primary screen, biochemical, absorbance, HTS. hit rate 0.75% among 360,000. inhibition, % at 15.5 µM. purified bovine MsrA, absorbance read-out. Methionine sulfoxide reductase A (Bos taurus); in the data active = inhibition above about 4.5%;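 note: 0% = vehicle wells with enzyme and 100% = reference inhibitor wells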
bovine MsrA act – bovine MsrA enzyme activators, primary screen, biochemical, absorbance, HTS; Methionine sulfoxide reductase A (Bos taurus); hit rate 0.3% among 360,000; purified bovine MsrA, absorbance read-out; activation, % at 10.6 µM; in the data active = activation above about 7.5%;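 note: 0% = vehicle and 100% = reference activator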
FAS TE block – FAS thioesterase domain inhibitors, primary screen, biochemical, fluorescence intensity, uHTS; AID 602261, 2012; inhibition, % at 15 µM; hit rate 0.67% among 360,000; recombinant FAS-TE, OMFH fluorogenic substrate, fluorescence endpoint; Fatty acid synthase (Homo sapiens), P49327;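 active = compounds whose normalised, plate-corrected inhibition of enzyme fluorescence in the single-dose primary screen is 50% or more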;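 note: 0% = DMSO with enzyme and 100% = substrate without enzyme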
eLon inh – inhibitors of E. coli Lon protease, primary screen, biochemical, fluorescence polarization | inhibition, % at 7.94 µM | hit rate 0.42% among 360,000 | purified E. coli Lon protease | AID 602123, 2011 | P0A9M0; in the data active = inhibition above about 13%, passing the limit was not always enough;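 note: 0% = enzyme with probe and DMSO and 100% = no enzyme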
Target sequence (P0A9M0 whole entry, looked up): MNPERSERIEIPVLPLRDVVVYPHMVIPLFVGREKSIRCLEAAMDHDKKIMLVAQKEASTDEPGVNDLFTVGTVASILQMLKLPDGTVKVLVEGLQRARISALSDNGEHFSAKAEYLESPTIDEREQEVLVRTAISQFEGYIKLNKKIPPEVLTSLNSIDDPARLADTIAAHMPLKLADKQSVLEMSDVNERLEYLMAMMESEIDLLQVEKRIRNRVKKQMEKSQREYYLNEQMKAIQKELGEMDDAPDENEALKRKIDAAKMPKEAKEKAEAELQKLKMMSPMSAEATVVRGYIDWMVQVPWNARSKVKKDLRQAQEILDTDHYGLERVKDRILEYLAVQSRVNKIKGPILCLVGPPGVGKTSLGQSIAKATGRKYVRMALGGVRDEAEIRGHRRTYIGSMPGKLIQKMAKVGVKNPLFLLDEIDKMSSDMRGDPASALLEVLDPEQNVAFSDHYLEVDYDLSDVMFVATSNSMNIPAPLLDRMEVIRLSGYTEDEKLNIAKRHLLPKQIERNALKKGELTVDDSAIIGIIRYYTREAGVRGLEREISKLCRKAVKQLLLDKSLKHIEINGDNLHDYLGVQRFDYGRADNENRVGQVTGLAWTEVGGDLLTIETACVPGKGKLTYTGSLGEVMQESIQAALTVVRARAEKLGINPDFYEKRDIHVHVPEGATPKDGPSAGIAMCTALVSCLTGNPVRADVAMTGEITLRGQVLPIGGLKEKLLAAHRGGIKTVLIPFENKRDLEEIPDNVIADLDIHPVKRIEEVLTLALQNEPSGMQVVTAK
PABP1 MLLE inh – inhibitors of PABP1 MLLE–PAM2 peptide binding, primary screen, biochemical, fluorescence polarization, FITC-PAM2, GST-MLLE. Polyadenylate-binding protein 1 (Homo sapiens), P11940. inhibition, % at 20 µM. hit rate 0.36% among 360,000. AID 588489, 2011; in the data active = inhibition above about 35%, passing the limit was not always enough;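 note: plate controls were DMSO wells with GST-MLLE for no effect and wells lacking GST-MLLE protein for full effect; some results filed as inactive read as strong as hits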
MT1-MMP act inh – blockers of MT1-MMP proenzyme processing, primary screen, HT1080 RFP-PRO-GFP cells, GFP/RFP fluorescence | GFP/RFP ratio change, % at 20 µM | Matrix metalloproteinase-14 (Homo sapiens), P50281 | GFP/RFP ratio fluorescence, overnight; percent of plate control window, DMSO zero | hit rate 0.061% among 360,000 | AID 651647, 2012;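 active = GFP/RFP ratio change of at least 30% with cell ATP level not reduced by more than half and red fluorescence within 50% of control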; note: strong numbers were not always called active
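Assay system – RFP-PRO-GFP reporter HT1080 cells · Compound dosing – single dose of 20 µM compound, 1% DMSO final · Incubation – overnight compound exposure at 37 °C · Measure – GFP/RFP fluorescence ratio · Benchmarks – DMSO wells and RFP-L50D-GFP cells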
TbMetRS inhib – T. brucei MetRS inhibitors, primary screen, biochemical, luminescence; methionyl-tRNA synthetase (Trypanosoma brucei brucei); purified T. brucei MetRS, ATP depletion, Kinase-Glo luminescence; inhibition, % at 11.9 µM; hit rate 0.4% among 360,000;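 active = inhibition above a per-plate cutoff of the control wells' mean inhibition plus 3 SD, cut at about 5.5% in these data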;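 note: 0% = DMSO wells median and 100% = median of wells with control inhibitor compound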
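Test system – parasite MetRS enzyme · Reagent – substrates ATP, L-methionine and bulk Escherichia coli tRNA · Doses – 11.9 µM compound single dose, 0.9% DMSO · Times – 15 min enzyme-compound preincubation, 2 h reaction, 10 min detection, 25 °C · Signal – Kinase-Glo luminescence, ATP depletion format · Controls – DMSO-only wells as low control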
NRP1-CendR mod – modulators of CendR peptide binding to NRP-1, primary screen, biochemical, fluorescence polarization, uHTS; Neuropilin-1 (Homo sapiens), O14786; FAM-RPARPAR peptide binding to NRP-1; inhibition, % at 25 µM; hit rate 0.85% among 360,000; AID 602438, 2012;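 active = inhibition or corrected inhibition above about 18%, plus a signal ratio from 0.5 to 1.5, limit read from the data, passing the limit was not always enough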; note: strong numbers were not always called active
SKN-1 inh – suppressors of acrylamide-induced Pgst-4::GFP reporter in worms, primary screen, SKN-1 inhibitor project, whole organism, uHTS, GFP/RFP fluorescence ratio, strain VP596; AID 624304, 2012; inhibition, % at 21.8 µM; C. elegans VP596 Pgst-4::GFP/RFP ratio, 24 h; hit rate 0.49% among 360,000;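 active = interference check ratio from 0.5 to 1.5 plus GFP to RFP signal ratio inhibition reaching or exceeding a fixed threshold, cut at about 30% in these data, passing the limit was not always enough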; note: some compounds called inactive have numbers as strong as hits
* = called active by the depositor; · = no result given.

Under each structure: MsrA inh	bovine MsrA act	FAS TE block	eLon inh	PABP1 MLLE inh	MT1-MMP act inh	TbMetRS inhib	NRP1-CendR mod	SKN-1 inh
N#CC(c1ccc(Cl)cc1)N1CCOCC1 (stereo not drawn)
 : -0.3	-9	-7	-2	26	-1	-1.4	12	-1
CCOC(=O)c1cnc2ccc(C(=O)OC)cc2c1Nc1ccc(C(=O)O)cc1
 : -0.6	-7	-4	-2	12	0	0.6	1	7
COc1ccc(OCC(=O)Nc2ccccc2OC(F)F)cc1
 : 0.7	-5	3	-22	8	7	-0.4	12	-7
Clc1cc2c(c(CSc3nc4ccccc4n4cccc34)c1)OCOC2
 : 1.6	-1	11	-3	-5	-1	-0.5	-3	10
CC(=O)c1cccc(NC(=O)C(C)OC(=O)c2ccc(Br)o2)c1 (stereo not drawn)
 : 0.6	0	-3	-5	-8	-1	-0.1	-9	8
CCOc1ccc(NC(=O)COC(=O)CCCc2c[nH]c3ccccc23)cc1
 : 0.1	1	14	1	-9	1	0.9	-21	23
CCOc1ccccc1C(=O)Nc1ccc(S(=O)(=O)Nc2cc(OC)nc(OC)n2)cc1
 : 0.1	-7	-5	-1	5	1	-0.5	2	3
COc1ccc2oc(C(=O)Nc3nc4ccccc4[nH]3)c(C)c2c1
 : 1.1	-3	0	9	-2	6	-0.6	-11	-4
Cn1cnc(S(=O)(=O)N2CCN(c3cccc(Cl)c3)CC2)c1
 : -1.7	-13	-4	5	6	-6	-1.6	1	-20
NC(=O)C1(N2CCCCC2)CCN(c2ccc3nnc(-c4ccccc4)n3n2)CC1
 : 0.0	-10	-10	-3	-8	4	-1.1	-5	-3
CCC(=O)NC(NC(=S)Nc1ccccc1Br)C(Cl)(Cl)Cl (stereo not drawn)
 : 0.0	-4	-9	-3	9	-3	-0.3	-3	4
COc1ccc(-n2c(Cc3cccn3C)nnc2SCC(=O)Nc2cc(C)cc(C)c2)cc1
 : 0.6	0	9	7	0	-1	0.6	-2	10
CC(C)CN1C(=O)C(=O)N(CC(=O)c2ccc3c(c2)OCO3)C1=O
 : 0.8	-4	-6	-3	-13	3	-0.5	3	17
OCCN1CCN(CCCN2c3ccccc3CCc3ccccc32)CC1
 : 1.4	1	-6	0	-8	4	-0.2	-4	5
CCOc1ccc(-c2ccc(SCc3ccccn3)nn2)cc1
 : 0.0	-1	11	-2	-2	1	0.0	-2	22
O=C(O)C1=C[C@H](c2cccs2)C[C@H](OCCCCO)O1
 : 2.8	-10	-5	8	21	0	-0.3	6	11
O=c1c2ccccc2nc(SCc2ccccc2)n1CC1CCCO1 (stereo not drawn)
 : -1.6	-2	27	-2	20	0	-0.1	3	5
COc1ccc(C)cc1NS(=O)(=O)c1ccc2c(c1)NC(=O)C(C)S2 (stereo not drawn)
 : 0.5	-3	3	-7	-12	-1	-0.1	9	-4
Fc1ccc(-c2nnc(CN3CCN(c4ncc(C(F)(F)F)cc4Cl)CC3)o2)cc1
 : 1.1	-1	15	3	-5	5	-0.1	-8	0
O=C(NCCCCCCNC(=O)N1CCCCCC1)N1CCCCCC1
 : -0.4	0	-5	-5	1	7	-0.4	-12	0
CC(C)Cc1nn2c(=O)cc(COc3ccc(NC(=O)c4ccco4)cc3)nc2s1
 : 0.1	-4	-11	-7	-10	4	-0.6	-6	1
Cc1ccc(Oc2nc3ccccc3n3c(C)nnc23)c(C)c1
 : -0.9	-4	-2	-8	0	11	-2.0	6	-18
CN(c1ccccc1)S(=O)(=O)c1cccc(NC(=O)CN2C(=O)NC3(CCCCC3)C2=O)c1
 : 1.3	-7	8	11	-7	5	-0.1	1	-5
O=C(NC(=S)Nc1ccccc1N1CCCC1)c1ccco1
 : -0.1	-3	4	13	87	-5	-0.2	28*	16
O=C(COC(=O)c1ccc2ccccc2c1O)NCc1ccccc1
 : -0.9	1	-2	1	5	3	-0.2	-9	8
COc1ccc(NC(=O)c2cccc(-n3c(C)ccc3C)c2)c(OC)c1
 : -0.4	-3	5	-9	-51	-3	0.3	-30	-5
Cc1sc2nc(COC(=O)c3ccc(N4CCCC(C)C4)c([N+](=O)[O-])c3)[nH]c(=O)c2c1C (stereo not drawn)
 : 1.7	-2	16	-11	-5	2	-0.4	-15	0
CCOC(=O)Cn1cc(Cl)cc(C(=O)Nc2ccccc2)c1=O
 : 1.9	1	4	-10	-10	-1	-0.4	1	-7
Cc1nc(N)sc1-c1csc(Nc2ccc(S(N)(=O)=O)cc2)n1
 : -0.1	0	1	-33	-47	-6	1.1	-43	30
Nc1ccc(S(=O)(=O)Nc2nc3ccccc3o2)cc1
 : 0.0	-2	-4	-12	11	-3	-0.7	-12	-1
CC(C)CC(C(=O)NC1CCCC1)N(Cc1cccs1)C(=O)c1snc(C(N)=O)c1N (stereo not drawn)
 : 1.0	0	3	2	-1	6	0.3	-6	20
C=CCN1CCN(C(c2ccc(OC)c(OC)c2)c2nnnn2C(C)(C)C)CC1 (stereo not drawn)
 : -0.2	-15	-2	0	4	8	3.8	24	-3
CCn1c(SCC(=O)c2[nH]c(C)c(C(C)=O)c2C)nnc1-c1ccncc1
 : 1.1	-1	-2	-8	-20	-3	-0.4	-6	4
CC(=O)c1cccc(N/C=C\C(=O)c2ccc(C)cc2)c1
 : 0.8	-7	16	-9	2	2	-1.3	-11	11
Cc1ccccc1OCCOCCN1CCCCCC1
 : 0.1	-2	-1	5	-4	·	-0.7	4	-6
O=C(NCc1cccs1)c1cnc2sccn2c1=O
 : 3.6	-6	-4	-1	3	4	0.1	-3	-15
CC1(CCc2ccccc2)NC(=O)N(Cc2nnc(-c3ccccc3Br)o2)C1=O (stereo not drawn)
 : -1.5	-2	13	3	-9	1	-0.6	0	-6
Cc1ccc(S(=O)(=O)NCC2CCC(C(=O)NCCCN3CCCC3=O)CC2)cc1 (stereo not drawn)
 : -0.2	3	-7	-8	-4	-7	0.1	4	1
CCOC(=O)C1CCN(C(=O)C(CCSC)NC(=O)COc2ccccc2)CC1 (stereo not drawn)
 : 1.6	-2	10	0	3	4	-0.3	-3	0
Cc1ccc(CS(=O)(=O)CCC(=O)NCCCN2CCCC2)cc1
 : -1.3	-12	-9	3	2	4	-1.0	15	4
Cc1cc(C)cc(OCC(=O)Nc2ccccc2C(=O)N2CCOCC2)c1
 : -1.3	-1	-6	-18	3	3	-0.3	12	-15
CCOC(=O)c1ccc(NS(=O)(=O)CC)cc1
 : -0.7	-2	-1	-4	17	11	0.0	-7	-27
CCc1ccc(NC(=O)N2CCN(c3ccc(F)cc3)CC2)cc1
 : 1.4	-2	3	-9	2	5	-0.7	11	7
CCOCCCNC(=O)C1CCN(Cc2ccc(OCc3ccccc3)c(OC)c2)CC1
 : 0.3	-1	-6	0	-12	-2	-0.2	7	10
CCNC(=O)C1CCCN(C(=O)c2ccc(F)c(Cl)c2)CC1 (stereo not drawn)
 : 0.5	-3	-8	-10	11	2	0.1	-6	14
Nc1n[nH]c2cc(=O)n(-c3cccc(C(F)(F)F)c3)nc12
 : 1.4	-6	-24	-4	17	6	0.1	0	5
CCOC(=O)c1c(N)sc(C(=O)N(CC)CC)c1C
 : 0.5	-3	-3	2	2	6	-1.0	-5	2
CC(C)CC1C(=O)N(Cc2cn(CCC3OCCCO3)nn2)CCS(=O)(=O)N1Cc1ccc(-c2ccc(Cl)c(Cl)c2)cc1 (stereo not drawn)
 : 0.6	0	30	-2	-16	-2	-1.4	17	18
O=c1c2ccccc2cnn1-c1ccc2ccccc2c1
 : -0.3	3	8	-1	3	-2	-0.2	-18	35
CCCCNC(=O)COC(=O)c1ccc(NS(=O)(=O)c2ccc3c(c2)OCCO3)cc1
 : -0.5	-1	-5	4	3	5	0.3	-2	12
CC(C)=NNc1ncnc2nc[nH]c12
 : 1.6	-4	-6	-7	0	3	-0.2	-2	1
O=C(COc1ncnc2cc([N+](=O)[O-])ccc12)N(CCc1ccccc1)Cc1ccccc1
 : 0.9	-5	62*	0	-12	-1	-1.0	-19	7
O=C(N/N=C/C=N/NC(=O)c1ccco1)c1ccco1
 : 7.6*	-13	-8	8	2	1	-0.4	-2	-16
O=C(NCCN=C1NS(=O)(=O)c2ccccc21)c1ccco1
 : ·	-2	-10	-1	5	-5	0.1	-4	6
Cn1c(N)c(C(=O)COC(=O)c2ccccc2C(=O)c2ccccc2)c(=O)n(C)c1=O
 : -0.5	-1	-5	12	2	0	-0.4	2	12
O=C(c1ccc2c(Cl)c3c(nc2c1)CCCC3)N1CCC(N2CCCCC2)CC1
 : -0.4	1	3	2	-9	6	0.0	1	13
COc1ccc(CCNC(=O)c2cccc(C(=O)NCCc3ccc(OC)cc3)n2)cc1
 : -0.9	-1	16	5	17	3	-0.3	-2	6
Cc1ccccc1CSCCNC(=O)c1ccccc1
 : -0.8	-4	0	-1	10	3	0.2	1	13
Cn1c(SCc2cccc(F)c2)nnc1-c1ccccn1
 : -0.1	-12	-6	12	-7	2	-0.8	-12	13

Assay outcomes deposited in PubChem BioAssay by several laboratories.
